Compound activity deposited in PubChem by Broad Institute.
miR-122 sensor: miR-122 Renilla sensor signal increase in Huh7, primary screen, miR-122 inhibitor project, cell-based, single point, plate reader; activation (reporter increase), % at 12.5 µM; Huh7 miR-122 Renilla luciferase sensor, 48 h; neutral wells = 0, positive control = 100; 0.3% of 340,000 active;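 active = mean replicate activation score at least 90 and every replicate individually at or above 90; inconclusive = only one of the two criteria met; inactive = neither criterion met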;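 note: higher luciferase means less miR-122 activity so hits act as miR-122 inhibitors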
ERp5 inh: inhibitors of ERp5-driven insulin aggregation, primary screen, biochemical, turbidity, absorbance 650 nm, single point; Protein disulfide-isomerase A6 (Homo sapiens), Q15084; 90 min; inhibition, % at 9.99 µM; AID 651711, 2012; 0.05% of 350,000 active;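 active = mean replicate inhibition above about 25%, with every replicate also reaching it, limit read from the data, passing the limit was not always enough; inconclusive = only one of those two criteria met; inactive = neither criterion met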
Target sequence (Q15084 whole entry, looked up): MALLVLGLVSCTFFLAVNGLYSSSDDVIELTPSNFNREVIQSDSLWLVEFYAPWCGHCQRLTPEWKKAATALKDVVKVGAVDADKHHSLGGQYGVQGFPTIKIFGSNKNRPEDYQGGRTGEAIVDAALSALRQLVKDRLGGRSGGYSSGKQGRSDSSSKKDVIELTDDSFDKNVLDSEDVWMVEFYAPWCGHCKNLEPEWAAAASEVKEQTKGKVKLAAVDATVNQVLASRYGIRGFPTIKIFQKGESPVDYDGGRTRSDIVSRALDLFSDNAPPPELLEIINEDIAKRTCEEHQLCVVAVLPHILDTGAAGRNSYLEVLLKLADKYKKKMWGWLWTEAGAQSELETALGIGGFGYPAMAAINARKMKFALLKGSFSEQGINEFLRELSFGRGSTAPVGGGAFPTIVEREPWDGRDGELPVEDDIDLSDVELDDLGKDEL
F508del corr: F508del CFTR correction, initial screen, CFBE line, single point; CFBE cells, YFP halide quenching; stimulated with forskolin plus potentiator P3; % fluorescence drop versus neutral controls; activity (quench increase), % at 7.58 µM; 0.36% of 350,000 active;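 active = mean added fluorescence quench of at least 8% versus neutral control, with both replicates also reaching 8%; inconclusive = only one of the mean or replicate conditions met; inactive = mean below 8% and not both replicates reaching 8%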;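 note: cells transiently co-express mutant CFTR-F508del with the halide-sensitive YFP; corrector assay measuring rescue of mutant channel to the surface after 24 h compound exposure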
SIRT5 block: SIRT5 desuccinylase inhibitors, primary screen, biochemical, fluorescence imaging, single point, set 5; inhibition, % at 15 µM; NAD-dependent protein deacylase sirtuin-5, mitochondrial (Homo sapiens), Q9NXA8; Purified SirT5, succinyl-peptide AMC, trypsin-coupled fluorescence; 1.1% of 330,000 active; in the data active = inhibition above about 15%; inconclusive = no clear call, values can overlap the other calls
Target sequence (Q9NXA8 whole entry, looked up): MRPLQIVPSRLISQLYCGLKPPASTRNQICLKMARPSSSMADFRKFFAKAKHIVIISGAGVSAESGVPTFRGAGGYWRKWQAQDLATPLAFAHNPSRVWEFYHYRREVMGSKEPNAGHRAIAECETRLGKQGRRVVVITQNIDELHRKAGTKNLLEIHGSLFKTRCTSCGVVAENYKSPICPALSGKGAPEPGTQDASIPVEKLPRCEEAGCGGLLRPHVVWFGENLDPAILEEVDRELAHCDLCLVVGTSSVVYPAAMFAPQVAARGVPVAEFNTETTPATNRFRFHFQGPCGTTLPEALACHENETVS
ERAP1 inh: human ERAP1 aminopeptidase inhibitors, primary screen, biochemical, single point, plate reader; Endoplasmic reticulum aminopeptidase 1 (Homo sapiens), Q9NZ08; recombinant ERAP1, Leu-AMC fluorescence, 60 min; inhibition, % at 10.7 µM; 0.15% of 340,000 active;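 active = mean replicate inhibition of at least 30%, or all replicates individually reaching that 30% level; inactive = mean below 30% and not every replicate reaching it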;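 note: 0% = neutral control wells and 100% = L-leucinethiol positive control wells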
DENV2 CPE: inhibitors of DENV2 cytopathic effect, primary screen, cell-based, plate reader, single concentration; DENV2-infected cells, cytopathic effect rescue; CPE inhibition, % at 9.99 µM; AID 651640, 2012; 1.7% of 350,000 active; in the data active = CPE inhibition above about 20%, passing the limit was not always enough; inconclusive = no clear call, values can overlap the other calls; tested in BHK-21 cells;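 note: 0% = median of neutral control wells and 100% = median of positive control wells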
CASP6 VEID inh: human caspase-6 inhibitors, primary screen, biochemical, VEID-R110 fluorescence, single point, set 2; P55212; purified caspase-6, Z-VEID-R110 cleavage fluorescence; inhibition, % at 12.5 µM; 0.53% of 350,000 active; AID 686996, 2013;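 active = mean inhibition across replicates at least about 35%, with every replicate also reaching that limit, limit read from the data; inconclusive = only one of the two criteria met; inactive = neither criterion met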;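 note: 0% = median of neutral control wells and 100% = no fluorescence left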
Target sequence (P55212 24-179 limits assumed): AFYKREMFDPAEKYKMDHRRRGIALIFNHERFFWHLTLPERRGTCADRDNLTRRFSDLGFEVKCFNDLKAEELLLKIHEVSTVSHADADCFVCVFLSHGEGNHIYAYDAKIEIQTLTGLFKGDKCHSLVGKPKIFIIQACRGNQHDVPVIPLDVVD
Target sequence (P55212 194-293 limits assumed): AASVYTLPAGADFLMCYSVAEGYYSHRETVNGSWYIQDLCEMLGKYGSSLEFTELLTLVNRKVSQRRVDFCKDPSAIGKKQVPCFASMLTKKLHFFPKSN
* hit, by the source's call; ? = inconclusive; · = no result given; [ ] = remark or other dose.

miR-122 sensor | ERp5 inh | F508del corr | SIRT5 block | ERAP1 inh | DENV2 CPE | CASP6 VEID inh | Structure
-5 | -2 | 0.4 | 2 | 0 | 7 | -4 | Cc1ccc(NC(=O)C2CCN(S(=O)(=O)c3ccc(Cl)c(C(F)(F)F)c3)CC2)nc1
· | 4 | 4.1 | -4 | 0 | -10 | -4 | O=[N+]([O-])c1cc(S(=O)(=O)N2CCOCC2)ccc1OCc1ccccc1C(F)(F)F
· | 3 | -0.5 | 3 | 0 | -3 | -4 | O=C(CSc1ccc(-c2ccccn2)nn1)c1ccccc1
· | -1 | 0.8 | 0 | 1 | 17 | 2 | CN(C)c1ccc2c(c1)[C@H]1C[C@H](CC(=O)N3CCCCC3)O[C@@H](CO)[C@H]1O2
· | 1 | 0.9 | -6 | 0 | 3 | 0 | O=C(NCC[C@@H]1CC[C@H](NC(=O)C2CCCCC2)[C@H](CO)O1)c1cc(Cl)cc(Cl)c1
-1 | -2 | -0.1 | -2 | 2 | -2 | 2 | O=C(NCCc1cccnc1)C1CCC(=O)N(Cc2ccc(Cl)cc2)C1 (stereo not given)
-17 | 0 | 2.7 | 5 | -3 | -3 | -8 | O=C(NCC1CCN(Cc2cccc(Cl)c2)CC1)C1CCCN(c2ncnc3c2nc2n3CCCCC2)C1 (stereo not given)
-6 | -7 | 2.6 | -1 | 2 | 6 | 3 | O=C(NNC(=O)c1ccc(F)c(S(=O)(=O)N2CCOCC2)c1)c1ccc([N+](=O)[O-])cc1
-1[16.7 µM] | -3 | -3.3 | -3 | -3 | 9 | 3 | COc1ccc(S(=O)(=O)N(C)C[C@H]2Oc3ccc(NC(=O)Cc4ccccc4)cc3CC(=O)N([C@H](C)CO)C[C@H]2C)cc1
5 | 2 | 0.1 | -2 | 2 | -6 | -5 | Cc1ccccc1OCCC(=O)N(CC(C)C)c1c(N)n(Cc2ccccc2)c(=O)[nH]c1=O
· | 5 | 0.5 | 5 | -1 | -1 | -5 | O=C(Nc1ccc(Cl)c(Cl)c1)N[C@H]1CC[C@H](CCn2cc(C3CC3)nn2)O[C@H]1CO
· | 3 | 1.7 | -4 | 6 | 3 | 9 | Nc1ccc(S(N)(=O)=O)cc1N
6 | -3 | -2.6 | · | · | -9 | 0 | COC(=O)[C@H](Cc1ccccc1)NC(=O)Cn1ccc(NC(=O)OCc2ccccc2)nc1=O
· | -11 | 0.5 | 5 | 9 | -2 | -2 | Cc1oc(-c2ccccc2Cl)nc1CS(=O)(=O)CC(=O)NCCN1CCOCC1
3 | -4 | 1.5 | 1 | 6 | 8 | 10 | COc1ccc(C2C(C(=O)c3ccco3)=C(O)C(=O)N2CC2CCCO2)cc1OC (stereo not given)
3 | 0 | -1.0 | 5 | -2 | 4 | 3 | CN(C(=O)CN1C(=O)S/C(=C\c2cccc(Cl)c2)C1=O)C1CCS(=O)(=O)C1 (stereo not given)
-1 | -3 | -1.5 | -2 | 3 | 18 | 0 | Cc1ccc(C(=O)COC(=O)C(C)N2C(=O)C3C4C=CC(C4)C3C2=O)cc1C (stereo not given)
· | -1 | 0.1 | · | 2 | -1 | 2 | Cc1ccc(Oc2ccc(C(=O)NCc3ccncc3)cc2)cc1
· | 4 | -0.4 | · | -2 | 2 | · | COc1ccc2c3c(n(C)c2c1)[C@@H](CO)N(CC1CC1)CC31CN(C(=O)c2ccccc2)C1
-6 | -3 | · | -2 | 8 | · | 2 | CCOC(=O)c1c(NC(=O)COC(=O)c2ncc(Cl)c(Cl)c2Cl)sc(C(=O)N(C)C)c1C
0 | -1 | 1.0 | · | · | -7 | 3 | CCc1cccc(C)c1NC(=O)CN1C(=O)c2ccccc2S1(=O)=O
-10 | 1 | -0.8 | 2 | -4 | 7 | -3 | CN(CC(=O)N1CCN(c2ccccn2)CC1)S(=O)(=O)c1ccc(Cl)cc1
· | 3 | 1.1 | -5 | 1 | 1 | -2 | Cc1ccc(Cl)cc1N1CCN(C(=O)c2noc(C)c2[N+](=O)[O-])CC1
· | 0 | -1.3 | -2 | · | 8 | -94 | Cc1ccc(Cn2cc(CN3CC(N4CCN(CCN(C)C)CC4)CS3(=O)=O)nn2)cc1 (stereo not given)
4 | -1 | 1.5 | · | 1 | 4 | 5 | COc1ccc(C(O)c2ncc(-c3ccc4ccccc4c3)[nH]2)cc1F (stereo not given)
2[16.7 µM] | 1 | -0.3 | 8 | 0 | -3 | 1 | CN(C)c1ccc2c(c1)[C@@H]1C[C@@H](CC(=O)NC3CCCCC3)O[C@@H](CO)[C@@H]1O2
· | -2 | -1.0 | -4 | -2 | -2 | 0 | CCCNC(=O)c1cc(Cl)c(NC(=O)C2=C(C)OCCS2)cc1OC
3 | 1 | -2.6 | · | 1 | -7 | 8 | CN1CCN(c2ncnc3c2ncn3[C@H]2CN(Cc3ccc(C(=O)O)cc3)C[C@@H](CO)O2)CC1
· | 3 | -1.4 | -8 | 0 | 1 | -4 | Cc1ccc(-c2cn(-c3ccccc3)c(=S)[nH]2)cc1C
-3 | -1 | -1.7 | -4 | 3 | 3 | -2 | Cc1cc(N)nc(C)c1C#N
14[16.7 µM] | · | -1.5 | · | · | ? | · | CC(C)NC(=O)N1[C@H](CO)[C@H](c2ccccc2)[C@H]1CNC(=O)CN(C)C
-5 | 15 | 0.3 | -3 | -2 | 10 | 1 | Cc1cccc(NC(=O)c2ccc3c(c2)C(=O)N(c2ccccn2)C3=O)c1C
· | 2 | -2.2 | 12 | 2 | -9 | 1 | CCc1csc(N2[C@@H](C#N)[C@@H](c3ccccc3-c3cccc(F)c3)[C@@H]2CO)n1
4[16.7 µM] | 4 | -3.3 | -1 | 1 | -1 | 1 | C[C@@H]1CN([C@H](C)CO)C(=O)c2cc(C#CC3CC3)cnc2O[C@@H]1CN(C)C(=O)Cc1ccccn1
· | -5 | · | -1 | -3 | 10 | 0 | Cc1nc(C)c(C(=O)NNC(=O)c2ccc(Br)cc2)s1
0[16.7 µM] | -1 | -0.7 | -2 | -1 | -8 | 0 | C[C@@H]1CN([C@H](C)CO)S(=O)(=O)c2ccc(C#CC3(O)CCCC3)cc2O[C@H]1CN(C)C(=O)Cc1ccccc1
· | 5 | -1.8 | 14 | -3 | -6 | 0 | Cc1cccc(C(=O)NCCCNC(=O)c2cccnc2)c1
-15 | 1 | 0.1 | -1 | -3 | -3 | -2 | Cc1ccn(CC(=O)N2CCCC(N3CCN(c4ccccc4F)CC3)C2)n1 (stereo not given)
-3 | -5 | 0.0 | -9 | 2 | 0 | 2 | CC(C)Oc1ccc(CNC(=O)Cn2ccc3cc(S(=O)(=O)N4CCCC4)ccc32)cc1
· | -6 | -0.5 | -4 | 2 | 2 | -102 | CC1CC(C)CN(CCCNC(=O)C2CCN(c3nnc(-n4cccc4)s3)CC2)C1 (stereo not given)
-2 | 3 | 3.5 | -1 | -2 | · | · | COc1ccccc1CC(=O)Nc1cccc(C)n1
· | 4 | 2.6 | · | -4 | 3 | -1 | CC(C(=O)NC1CCCC1)n1c(C2CCCC2)nc2ccccc21 (stereo not given)
· | -4 | 1.1 | 2 | 2 | -5 | 3 | CN(CC(=O)Nc1ccc(F)cc1)C(=O)COC(=O)C1=COCCO1
7 | 3 | -1.8 | · | -1 | 1 | -3 | CC(=O)c1ccc(N=C2C(=O)Nc3ccccc32)cc1
1 | -1 | 2.7 | 1 | -1 | 6 | 0 | Cc1ccc(CNC(=O)C(=O)Nc2nccs2)cc1
-3[16.7 µM] | 2 | -1.2 | 14 | -4 | -2 | -1 | Cc1ccc(S(=O)(=O)Nc2ccc3c(c2)C(=O)N([C@H](C)CO)C[C@@H](C)[C@H](CN(C)S(=O)(=O)c2ccc(C)cc2)OCCCC[C@H](C)O3)cc1
-1 | 3 | -0.4 | 0 | -3 | -3 | -7 | COC(=O)c1[nH]c(C)c(/C(O)=C2\C(=O)C(=O)N(CCN(C)C)C2c2ccco2)c1C (stereo not given)
· | 1 | · | 4 | 1 | · | -1 | Cn1c(=O)[nH]c(=O)c2c1nc(N1CCCCCC1)n2CC(N)=O
· | 1 | -4.0 | -1 | -1 | 0 | 0 | CO[C@@H]1CN(C)C(=O)c2ccc(NC(=O)Nc3c(C)noc3C)cc2OC[C@@H](C)N(C(=O)Nc2cccc(Cl)c2)C[C@H]1C
· | 0 | -0.4 | · | -1 | ? | -1 | CC(O)(c1cccnc1)c1nc(-c2cccc(C#N)c2)cs1 (stereo not given)
· | 1 | 6.0 | -2 | 0 | -5 | -9 | CCOC(=O)c1ccc(N2CCN(c3cc(C)ccc3C)CC2)c(N)c1
-2[16.7 µM] | 1 | -1.0 | -3 | 1 | 16 | 1 | C[C@@H]1CN([C@H](C)CO)C(=O)c2cc(NC(=O)Nc3ccc(F)cc3)ccc2O[C@H]1CN(C)C
· | -4 | 3.2 | 7 | 3 | -8 | -3 | CO[C@@H]1CN(C)C(=O)c2ccc(NC(=O)C3CC3)cc2OC[C@H](C)N(C(=O)c2cccnc2)C[C@H]1C
· | 1 | 0.0 | -11 | -2 | 1 | -3 | Fc1ccc(/C=N/NC(=S)NCCc2ccccc2)cc1F
· | 2 | -4.0 | 1 | 4 | -2 | -3 | CCNC(=O)N1CCN(c2ccc(N3CCN(C(=O)NCC)[C@H](C)C3)c(C)c2)[C@@H](C)C1
· | 0 | · | -7 | 0 | · | 0 | O=C1c2ccccc2C(=O)N1Cc1nc(-c2ccccn2)no1
-1 | 4 | 1.6 | -3 | 4 | 2 | 0 | CCN(CC)C(=O)C(=O)N/N=C/c1ccc(F)cc1
0 | 5 | -0.8 | -1 | -1 | -1 | 1 | Cc1ccccc1NC(=O)C(=O)NNC(=O)COc1ccc2ccccc2c1
· | -3 | -1.6 | · | -2 | ? | 7 | CCN(C[C@H]1N[C@@](C)(C(=O)OC)[C@H]2C(=O)N(C)C(=O)[C@@H]12)C(=O)COC
-2 | 3 | -3.5 | -1 | -2 | -5 | -3 | CCCn1c(=O)c2sccc2n2c(CCCC(=O)NCC3CCCO3)nnc12 (stereo not given)

(further entries)
miR-122 sensor | ERp5 inh | F508del corr | SIRT5 block | ERAP1 inh | DENV2 CPE | CASP6 VEID inh | Structure
· | 1 | -0.8 | · | 0 | 2 | 2 | COc1ccc2ccccc2c1C1NC(=O)c2ccccc2N1 (stereo not given)
-5 | 4 | 1.6 | 0 | 2 | 4 | 0 | Cc1ccc([C@H]2C[C@@H](O)[C@H](n3cc(-c4ccc(F)cc4)nn3)CN2C(=O)c2cccs2)cc1
6 | 0 | -0.5 | 3 | -1 | -7 | 2 | N#Cc1ccccc1NC(=O)CN1C(=O)NC(Cc2c[nH]c3ccccc23)C1=O (stereo not given)
· | -6 | -2.2 | -3 | 0 | -9 | 3 | CCC(=O)N1CC2(CCN(C(C)=O)CC2)c2c([nH]c3cc(OC)ccc23)[C@H]1CO
-19[16.7 µM] | -3 | 0.5 | 13 | 2 | ? | -4 | C[C@H](CO)N1C[C@H](C)[C@H](CN(C)Cc2ccc(C(F)(F)F)cc2)OCCCC[C@H](C)Oc2ccc(NC(=O)c3ccncc3)cc2C1=O
· | -1 | -2.5 | 2 | -1 | 1 | 0 | Clc1cccc(CN2CCc3c([nH]c4ccccc34)C2)c1

2 of the compounds above, as labelled records:
compound: N#Cc1ccccc1NC(=O)CN1C(=O)NC(Cc2c[nH]c3ccccc23)C1=O (stereo not given)
  miR-122 sensor = 6	ERp5 inh = 0	F508del corr = -0.5	SIRT5 block = 3	ERAP1 inh = -1	DENV2 CPE = -7	CASP6 VEID inh = 2

compound: CCC(=O)N1CC2(CCN(C(C)=O)CC2)c2c([nH]c3cc(OC)ccc23)[C@H]1CO
  miR-122 sensor = ·	ERp5 inh = -6	F508del corr = -2.2	SIRT5 block = -3	ERAP1 inh = 0	DENV2 CPE = -9	CASP6 VEID inh = 3

An unsorted share of the library, and some 4% of all compounds hit somewhere here.
